Compound activity from PubChem BioAssay.
NR2E3 ag-1 – activates human NR2E3 receptor; Q9Y5X4; CHO-S Gal4-NCOR/VP16-NR2E3 two-hybrid, luciferase; inhibition of corepressor binding, % at 3.98 µM; actives 0.35% (n = 360,000); AID 602229;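 active = inhibition above the mean of all tested compounds plus 3 SD, cut at about 70% in these data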;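 also: 0% = DMSO with NR2E3 transfected cells and 100% = cells lacking NR2E3 construct; higher means lower luciferase signal from less NR2E3 corepressor binding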
Target sequence (Q9Y5X4 whole entry, looked up, the tested form may be a part): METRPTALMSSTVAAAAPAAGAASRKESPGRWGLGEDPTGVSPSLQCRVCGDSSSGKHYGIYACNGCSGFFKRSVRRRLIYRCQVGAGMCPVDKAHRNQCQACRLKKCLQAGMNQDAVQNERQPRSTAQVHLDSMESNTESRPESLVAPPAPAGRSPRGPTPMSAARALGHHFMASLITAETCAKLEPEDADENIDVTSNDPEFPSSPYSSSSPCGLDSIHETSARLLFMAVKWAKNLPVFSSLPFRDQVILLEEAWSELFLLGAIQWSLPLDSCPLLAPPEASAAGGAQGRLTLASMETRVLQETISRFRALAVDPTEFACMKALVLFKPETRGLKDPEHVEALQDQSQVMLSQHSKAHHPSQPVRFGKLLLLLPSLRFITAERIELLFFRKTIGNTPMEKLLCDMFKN
Cardio protect – myocardial damage modulation in H9c2 cells. AID 588492. actives 0.63% (n = 360,000). H9c2 cardiomyocytes, H2O2 injury protection, ATPLite, 2 h. protection from H2O2 cell death, % at 20 µM;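 active = compounds giving at least 50% protection of heart cells from peroxide-induced death in the single-dose screen, raw or plate-pattern-corrected value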;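 also: 0% = DMSO wells with peroxide and 100% = DMSO wells without peroxide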
HIF-2a block – blocks HIF-2a reporter activity; actives 0.72% (n = 360,000); inhibition, % at 18.8 µM; AID 624352; 786-0 RCC cells HIF-2a reporter, luciferase luminescence, overnight;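 active = inhibition of the luminescence signal of 40% or more relative to plate controls, in a single-dose primary screen at 18.75 µM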
Peg3 promoter – reduces Peg3 promoter-driven luciferase expression in HeLa; actives 1.7% (n = 360,000); inhibition, % at 20 µM; HeLa PEG-Prom luciferase reporter, luminescence, overnight; AID 588405;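 active = inhibition of at least 50% at 20 µM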
m5-HT2A agonist – agonists of mouse serotonin 5-HT2A receptor (HTR2A); CHO-K1 mHTR2A beta-arrestin complementation, luminescence; percent of 30 µM serotonin response; AID 624169; actives 0.66% (n = 360,000); activation, % at 7.6 µM; P35363;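 active = activation above a run cutoff, the mean activation of all tested compounds plus 3 SD, cut at about 14% in these data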;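 also: 0% = plate median of compound wells and 100% = 30 µM serotonin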
Shn3 3UTR inh – inhibitors of Schnurri-3 3'UTR reporter in osteoblasts | inhibition, % at 12.5 µM | AID 588674 | Clone20 osteoblast Shn3 3'UTR firefly luciferase, 24 h | actives 0.52% (n = 360,000);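 active = mean inhibition of at least 75% with every replicate also reaching 75%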;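 also: 0% = median of neutral control wells and 100% = pilot-screen positive control compound; some compounds past the cut are filed as inactive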
iPSC survival up – increases survival of single human iPS cells | hiPSC single-cell survival, ATPlite luminescence; 100% = ROCK inhibitor wells, 0% = DMSO | survival enhancement, % at 20 µM | actives 0.044% (n = 360,000) | AID 602274; in the data active = survival enhancement above about 18%;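 also: cells exposed to compounds for 16 hours before the ATP read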
NR2E3 ag-2 – activates human photoreceptor nuclear receptor NR2E3. Q9Y5X4. GST-NR2E3/biotin-RetCOR TR-FRET, 1536-well. inhibition of corepressor binding, % at 4.78 µM. actives 0.12% (n = 320,000). AID 2300;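 active = percent inhibition above the cutoff of mean plus 3 SD of all tested compounds, set per screening campaign, cut at about 20% in these data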;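 also: 0% = DMSO wells and 100% = biotin wells as full block of FRET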
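Test system – NR2E3–RetCOR corepressor complex · Quantity – NR2E3 fusion 1.35 nM · Buffer or medium – Tris pH 7.5 · Incubation – Compound–protein incubation for 5 h at 4 °C · Technique – TR-FRET, Eu(K)-anti-GST donor, streptavidin-D2 acceptor, ex 340, em 617/671 nm · Evaluation – percent inhibition of 671/617 nm emission ratio versus biotin and DMSO controls · Plate – 1536-well format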
MITF TRPM1 inh – reduces MITF-dependent TRPM1 promoter luciferase signal; SK-MEL-5 TRPM1 promoter luciferase, 24 h; inhibition, % at 12.5 µM; actives 0.83% (n = 330,000);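 active = mean inhibition across replicates of 60% or more, whatever share of single replicates reaches that level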; also: values of inactives mirror those of a sister screen read the other way
PDI inh – blocks human protein disulfide isomerase activity; P07237; PDI insulin aggregation turbidity, A650, 90 min; inhibition, % at 10 µM; actives 0.052% (n = 350,000); AID 588391;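 active = mean inhibition across replicates of 30% or more, whatever share of single replicates reach that level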;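 also: absorbance from insulin aggregation driven by PDI reduction with DTT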
Target sequence (P07237 whole entry, looked up): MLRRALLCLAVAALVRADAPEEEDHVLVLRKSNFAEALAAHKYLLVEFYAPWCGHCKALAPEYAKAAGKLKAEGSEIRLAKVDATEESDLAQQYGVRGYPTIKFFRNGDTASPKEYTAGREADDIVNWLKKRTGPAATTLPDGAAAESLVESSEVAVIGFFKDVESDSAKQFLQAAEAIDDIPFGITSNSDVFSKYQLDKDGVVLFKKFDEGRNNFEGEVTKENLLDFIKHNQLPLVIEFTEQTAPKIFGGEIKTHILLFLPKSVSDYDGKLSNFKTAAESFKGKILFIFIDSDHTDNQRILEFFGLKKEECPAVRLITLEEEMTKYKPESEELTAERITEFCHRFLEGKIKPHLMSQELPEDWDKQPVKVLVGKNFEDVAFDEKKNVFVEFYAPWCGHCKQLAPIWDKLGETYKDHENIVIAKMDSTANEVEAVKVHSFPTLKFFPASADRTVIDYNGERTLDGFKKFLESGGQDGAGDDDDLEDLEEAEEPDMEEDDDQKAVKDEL
CaV13 ICDI inh – Disruptors of the CACNA1D IQ motif to Ca2+-dependent inactivation inhibitor domain association, primary screening, Förster resonance energy transfer in intact living …; HEK cells, CFP/YFP FRET ICDI-IQ, plate reader, 10 min; percent FRET-ratio fall versus neutral wells; inhibition, % at 12.3 µM; actives 0.098% (n = 340,000);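 active = mean replicate inhibition of at least 30% and at least 1% of replicates passing that level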;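 also: 0% = median of the neutral control wells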
* marks the source's active call; other numbers are inactive results.

`COc1ccc(C(=O)NCCCNC(=O)c2cnccn2)cc1` gave NR2E3 ag-1 -6, Cardio protect -1, HIF-2a block 8, Peg3 promoter -4, m5-HT2A agonist 5, Shn3 3UTR inh 1, iPSC survival up -0.3, NR2E3 ag-2 1, MITF TRPM1 inh -3, PDI inh -19 and CaV13 ICDI inh -4.
CCN(CC)S(=O)(=O)c1cc(C(=O)OCC(=O)NC(=O)c2cccn2C)ccc1C was read as NR2E3 ag-1 -16, Cardio protect -8, HIF-2a block 12, Peg3 promoter 17, m5-HT2A agonist 6, Shn3 3UTR inh -12, iPSC survival up 4.6, NR2E3 ag-2 -7, MITF TRPM1 inh 12, PDI inh 4 and CaV13 ICDI inh -6.
Screening CCOC(=O)C(C)Sc1nc2c(c(=O)[nH]c(=O)n2C)n1Cc1ccc(Cl)cc1 (stereo not given) returned NR2E3 ag-1 -31, Cardio protect 19, HIF-2a block 0, Peg3 promoter 10, m5-HT2A agonist -5, Shn3 3UTR inh 9, iPSC survival up -2.3, NR2E3 ag-2 3 and CaV13 ICDI inh -6.
For CCN(CC(=O)Nc1cc(Cl)ccc1Cl)C(=O)c1ccc(-n2cccn2)cc1 the results were NR2E3 ag-1 10, Cardio protect 4, HIF-2a block 5, Peg3 promoter 23, m5-HT2A agonist -5, Shn3 3UTR inh -3, iPSC survival up -0.1, NR2E3 ag-2 2, MITF TRPM1 inh -3, PDI inh 6 and CaV13 ICDI inh -2.
For Cc1cccc(C(=O)OCC(=O)Nc2nnc(-c3ccccc3)o2)c1O the results were NR2E3 ag-1 -3, Cardio protect 24, HIF-2a block 7, Peg3 promoter 14, m5-HT2A agonist -1, Shn3 3UTR inh 3, iPSC survival up -0.5, NR2E3 ag-2 -5, MITF TRPM1 inh -2, PDI inh -3 and CaV13 ICDI inh -14.
For COc1ccccc1NC(=O)N(C)C[C@H]1OCc2cnnn2CCCC(=O)N([C@H](C)CO)C[C@@H]1C the results were NR2E3 ag-1 -15, Cardio protect 9, HIF-2a block 14, Peg3 promoter 15, m5-HT2A agonist 0, Shn3 3UTR inh -13, iPSC survival up 1.5, PDI inh 0 and CaV13 ICDI inh -4.
For C=CCn1c(N/N=C/c2ccc(O)cc2)nc2ccccc2c1=O the results were NR2E3 ag-1 -47, Cardio protect -15, HIF-2a block -240, Peg3 promoter -203, m5-HT2A agonist -5, Shn3 3UTR inh -107, iPSC survival up -3.5, NR2E3 ag-2 1, MITF TRPM1 inh -32, PDI inh -13 and CaV13 ICDI inh -3.
CCCNC(=O)C1CC(c2cccc(F)c2)=NO1 (stereo not given) was read as NR2E3 ag-1 5, Cardio protect -8, HIF-2a block 1, Peg3 promoter -11, m5-HT2A agonist 7, Shn3 3UTR inh -7, iPSC survival up 1.1, NR2E3 ag-2 1, MITF TRPM1 inh 3, PDI inh 3 and CaV13 ICDI inh -11.
Screening COc1ccccc1N1CCN(CC(O)c2ccccc2)CC1 (stereo not given) returned NR2E3 ag-1 -5, Cardio protect -1, HIF-2a block -2, Peg3 promoter 1, m5-HT2A agonist 2, Shn3 3UTR inh 6, iPSC survival up 0.1, NR2E3 ag-2 6, MITF TRPM1 inh 15, PDI inh 2 and CaV13 ICDI inh -4.
For CCOC(=O)c1ccc(NC(=S)NCc2ccco2)cc1 the results were NR2E3 ag-1 -17, Cardio protect -4, HIF-2a block -58, Peg3 promoter -38, m5-HT2A agonist -2, Shn3 3UTR inh -17, iPSC survival up -0.2, NR2E3 ag-2 -1, MITF TRPM1 inh -32, PDI inh -12 and CaV13 ICDI inh -5.
`COc1ccc(C2CC(c3ccccc3)=NN2c2ccc(C(N)=O)cc2)cc1` (stereo not given) gave NR2E3 ag-1 -3, Cardio protect 11, HIF-2a block 7, Peg3 promoter 5, m5-HT2A agonist -4, Shn3 3UTR inh -1, iPSC survival up 2.1, NR2E3 ag-2 -1, MITF TRPM1 inh 0, PDI inh 22 and CaV13 ICDI inh 83*.
N#CCCn1c(SCC(=O)NCCc2ccc(F)cc2)nc2ccccc21 was read as NR2E3 ag-1 -10, Cardio protect 0, HIF-2a block 7, Peg3 promoter 18, m5-HT2A agonist 4, Shn3 3UTR inh 20, iPSC survival up -3.8, NR2E3 ag-2 -1, MITF TRPM1 inh 4, PDI inh 9 and CaV13 ICDI inh -3.
`COc1cc(OC)c(C(=O)OCC(=O)NCCc2ccccc2)cc1OC` gave NR2E3 ag-1 0, Cardio protect -3, HIF-2a block 11, Peg3 promoter 3, m5-HT2A agonist -3, Shn3 3UTR inh 6, iPSC survival up 0.2, NR2E3 ag-2 -1, MITF TRPM1 inh -4, PDI inh -1 and CaV13 ICDI inh -3.
For COc1cc(C(=O)NCC(=O)NCC(c2ccco2)N2CCCCC2)cc(OC)c1OC (stereo not given) the results were NR2E3 ag-1 6, Cardio protect 3, HIF-2a block 1, Peg3 promoter 1, m5-HT2A agonist -4, Shn3 3UTR inh -14, iPSC survival up 1.5, NR2E3 ag-2 3, MITF TRPM1 inh 4, PDI inh 3 and CaV13 ICDI inh -5.
CSC1=N/C(=C\c2ccc3c(c2)OCO3)C(=O)S1 was read as NR2E3 ag-1 -15, Cardio protect -16, HIF-2a block -2, Peg3 promoter 21, m5-HT2A agonist -5, Shn3 3UTR inh -2, iPSC survival up 0.1, NR2E3 ag-2 0, MITF TRPM1 inh -10 and PDI inh -8.
Screening OC(COc1ccc2ccccc2c1Br)Cn1cnc(-c2ccccc2)c1 (stereo not given) returned NR2E3 ag-1 8, Cardio protect 5, HIF-2a block 14, Peg3 promoter 13, m5-HT2A agonist -4, Shn3 3UTR inh 6, iPSC survival up -2.3, NR2E3 ag-2 5, MITF TRPM1 inh 3, PDI inh 1 and CaV13 ICDI inh -5.
`COc1ccc(-n2c(SCC(=O)NCc3ccco3)nc3c([nH]c4ccccc43)c2=O)cc1` gave NR2E3 ag-1 19, Cardio protect 1, HIF-2a block 20, Peg3 promoter 15, m5-HT2A agonist 3, Shn3 3UTR inh 3, iPSC survival up -1.3, NR2E3 ag-2 -2, MITF TRPM1 inh 14, PDI inh -3 and CaV13 ICDI inh -7.
`CCOC(=O)NC(O)C(=O)c1cccs1` (stereo not given) gave NR2E3 ag-1 -10, Cardio protect 28, HIF-2a block 13, Peg3 promoter 15, m5-HT2A agonist 0, Shn3 3UTR inh 11, iPSC survival up 5.5, NR2E3 ag-2 -2, MITF TRPM1 inh -14, PDI inh 1 and CaV13 ICDI inh -5.
COc1ccc(CN2CCN(C(=O)CC(C)C)CC2)cc1Br was read as NR2E3 ag-1 -42, Cardio protect -2, HIF-2a block 16, Peg3 promoter 10, m5-HT2A agonist 5, Shn3 3UTR inh -2, iPSC survival up -0.5, NR2E3 ag-2 1, MITF TRPM1 inh 11, PDI inh 0 and CaV13 ICDI inh -4.
Screening Cc1cc(NC(=O)c2cc3cccc([N+](=O)[O-])c3[nH]2)ccc1F returned NR2E3 ag-1 -149, Cardio protect -22, HIF-2a block -322, Peg3 promoter -219, m5-HT2A agonist -5, Shn3 3UTR inh -113, iPSC survival up 2.2, NR2E3 ag-2 2, MITF TRPM1 inh -58, PDI inh 5 and CaV13 ICDI inh -4.
For CSc1ncccc1C(=O)Nc1nc(C(C)(C)C)cs1 the results were NR2E3 ag-1 -23, Cardio protect -2, HIF-2a block -137, Peg3 promoter -69, m5-HT2A agonist -1, Shn3 3UTR inh -4, iPSC survival up -0.2, NR2E3 ag-2 5, MITF TRPM1 inh -8, PDI inh 11 and CaV13 ICDI inh -6.

A run of entries taken from the entries so far, for reference:
`COc1ccc(C2CC(c3ccccc3)=NN2c2ccc(C(N)=O)cc2)cc1` (stereo not given) gave NR2E3 ag-1 -3, Cardio protect 11, HIF-2a block 7, Peg3 promoter 5, m5-HT2A agonist -4, Shn3 3UTR inh -1, iPSC survival up 2.1, NR2E3 ag-2 -1, MITF TRPM1 inh 0, PDI inh 22 and CaV13 ICDI inh 83*.
N#CCCn1c(SCC(=O)NCCc2ccc(F)cc2)nc2ccccc21 was read as NR2E3 ag-1 -10, Cardio protect 0, HIF-2a block 7, Peg3 promoter 18, m5-HT2A agonist 4, Shn3 3UTR inh 20, iPSC survival up -3.8, NR2E3 ag-2 -1, MITF TRPM1 inh 4, PDI inh 9 and CaV13 ICDI inh -3.
`COc1cc(OC)c(C(=O)OCC(=O)NCCc2ccccc2)cc1OC` gave NR2E3 ag-1 0, Cardio protect -3, HIF-2a block 11, Peg3 promoter 3, m5-HT2A agonist -3, Shn3 3UTR inh 6, iPSC survival up 0.2, NR2E3 ag-2 -1, MITF TRPM1 inh -4, PDI inh -1 and CaV13 ICDI inh -3.
For COc1cc(C(=O)NCC(=O)NCC(c2ccco2)N2CCCCC2)cc(OC)c1OC (stereo not given) the results were NR2E3 ag-1 6, Cardio protect 3, HIF-2a block 1, Peg3 promoter 1, m5-HT2A agonist -4, Shn3 3UTR inh -14, iPSC survival up 1.5, NR2E3 ag-2 3, MITF TRPM1 inh 4, PDI inh 3 and CaV13 ICDI inh -5.
CSC1=N/C(=C\c2ccc3c(c2)OCO3)C(=O)S1 was read as NR2E3 ag-1 -15, Cardio protect -16, HIF-2a block -2, Peg3 promoter 21, m5-HT2A agonist -5, Shn3 3UTR inh -2, iPSC survival up 0.1, NR2E3 ag-2 0, MITF TRPM1 inh -10 and PDI inh -8.
Screening OC(COc1ccc2ccccc2c1Br)Cn1cnc(-c2ccccc2)c1 (stereo not given) returned NR2E3 ag-1 8, Cardio protect 5, HIF-2a block 14, Peg3 promoter 13, m5-HT2A agonist -4, Shn3 3UTR inh 6, iPSC survival up -2.3, NR2E3 ag-2 5, MITF TRPM1 inh 3, PDI inh 1 and CaV13 ICDI inh -5.

No enrichment for hits. Share with any hit: about 3.9%.
